ERK EGF inh = qHTS Assay for Inhibitors of the ERK Signaling Pathway using a Homogeneous Screening Assay; Stimulation with EGF; HEK293-V1b, EGF-stimulated phospho-ERK AlphaScreen; Potency, µM (titrated, usually from 11.5 µM), without a hit: top-dose activity change, negative = inhibition, usual class: inhibitors; 130,000 tested, 0.41% active; AID 1454, 2008; active means well fitted inhibition curve with a large enough effect; inconclusive means small, poorly fitted or top-dose-only effect, or effect the other way;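 further: plate controls were stimulated vehicle wells for no effect and unstimulated vehicle basal for full effect; nearly all actives have a fitted effect of over 55% in size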
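HEK293 cells stably expressing V1b receptor, serum-reduced (1% FBS) overnight, got compound for 30 min at 37C, then 25 nM EGF for 5 min. Lysate phospho-ERK read by AlphaScreen SureFire; AC50 from Hill fits.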
The depositor's hits bear a star; ? = inconclusive; & = joins results of further samples; [ ] = dose if it differs, or a comment. Potency means the concentration at half of the fitted maximal effect. An excerpt; the hit share may differ from the screen's.

SMILES	ERK EGF inh
CCOC(=O)c1[nH]n(-c2ccc(Cl)cc2)c(=O)c1C	-3.1%
Cc1cc(C(=O)COC(=O)Cc2n[nH]c(=O)c3ccccc23)c(C)n1-c1ccc2c(c1)OCO2	3.5%
Cc1ccccc1OCCN1CCC(Cc2ccccc2)CC1	-6.3%
O=C(C1=C[C@H](C2CC2)C[C@H](OCCCCO)O1)N1CCOCC1	-4.4%[57.5 µM]
CCCN=C(C)C1=C(O)c2ccccc2C1=O	5.7%
CC1CCN(C(=O)Cn2ncc3c4ccccc4n(C)c3c2=O)CC1	9.7%[57.5 µM]
Cc1cc[n+](-c2ccccc2)c2ccccc12	8.6%
O=[N+]([O-])c1cccc(/C=N/Nc2ccccn2)c1	-0.3%
COC(=O)CCC(=O)c1oc2ccc(Br)cc2c1N	-9.8%
COc1cc([N+](=O)[O-])ccc1NC(=O)/C=C\C(=O)O	0.6%
CC(C)CN1C(=O)c2ccc(NC(=O)Cc3ccccc3)cc2C1=O	5.7%
CCOC(=O)C1C(=O)CC(C)(O)C(C(=O)OCC)C1c1ccc(NC(C)=O)cc1 (configuration not stated)	-6.0%

Entries listed so far containing four or more nitrogen atoms:
SMILES	ERK EGF inh
CC1CCN(C(=O)Cn2ncc3c4ccccc4n(C)c3c2=O)CC1	9.7%[57.5 µM]
O=[N+]([O-])c1cccc(/C=N/Nc2ccccn2)c1	-0.3%

(cont.)
SMILES	ERK EGF inh
Cc1[nH]c2ccccc2c1/C=N/NC(=O)c1cccc(F)c1	-10.9%
COc1ccc(NC(=O)N2CCCC(c3nc(-c4ccc(F)cc4)no3)C2)cc1 (configuration not stated)	?
CCN(CC)CCNC(=O)c1ccc(-n2c(C)cc3c2CCCC3=O)cc1	-0.8%
COC(=O)c1onc(-c2c(Cl)cccc2Cl)c1C(=O)OC	4.3%[57.5 µM]
CC1(c2nnc(Cc3ccccc3)o2)CC(c2cccc(Cl)c2)=NO1 (configuration not stated)	0.9%[57.5 µM]
CC(=O)/C=C\C1[C@]2(C)CCCC(C)(C)C2CC[C@@]1(C)O (some centres not stated)	29.8%
O=S1(=O)CCN(Cc2cccc(C(F)(F)F)c2)CC1	-1.7%
CN(C)NC(=S)NC(=O)C12CC3CC(CC(C3)C1)C2	8.4%
CCOc1ccc(C2c3[nH]c4ccccc4c3CCN2Cc2cccn2-c2ncccn2)cc1 (configuration not stated)	?
COc1ccc2[nH]c(=O)c(CN(Cc3cccs3)C(=S)Nc3cccc(C)c3)cc2c1	1.5%
CC(C)N(C(=S)Nc1cccc(C(F)(F)F)c1)C(C)c1ccccn1 (configuration not stated)	-3.0%
O=c1[nH]c(SCc2ccc(F)cc2)nc2c1cnn2-c1ccc(F)cc1	9.5%
O=C(NCc1ccco1)C1CCCN1C(=O)Nc1ccccc1Cl (configuration not stated)	-6.2%
Nc1ccc(Cc2ccc(N)c(O)c2)cc1O	-0.7%
COc1ccc([N+](=O)[O-])cc1N(CC(=O)NC1CCCC1)S(C)(=O)=O	-1.0%
CC(=O)Nc1ccc(S(=O)(=O)NC(C)C(=O)NC(C)c2ccccc2)cc1 (configuration not stated)	-2.6%
N#Cc1ccc(CN2CC3(CCN(C(=O)c4ccco4)CC3)C2)cc1	3.0%
O=C(NCc1cccnc1)Nc1cccc(NC(=O)NCc2cccnc2)c1F	3.5%[57.5 µM]
O=C(COC(=O)c1ccccc1)NCCC1=CCCCC1	5.7%
O=C(O)/C=C/C(=O)Nc1cccnc1	-6.9%
O=c1c(CCc2ccccc2)nc2cnc(N3CCNCC3)nc2n1Cc1ccc(F)cc1	?
NC(=O)CN1C(=O)/C(=c2\sc3nc(=O)c(Cc4ccccc4)nn3c2=O)c2ccccc21	8.6%[57.5 µM]
Cc1cc(C)c2c(N)c(C(=O)NN)sc2n1	2.5%[57.5 µM]
CN(C)c1nc(Nc2ccccc2)nc(Oc2ccc(=O)[nH]n2)n1	7.5%
COC(=O)C1=C(C)NC(=O)CC1c1ccccc1 (configuration not stated)	6.8%
CC(C)=CCOc1cc2oc(=O)ccc2cc1O	13.2%
Cc1ccc(S(=O)(=O)N(CC(=O)O)c2ccc(Cl)c(C(F)(F)F)c2)cc1	-4.1%
O=C1CSC(c2ccccc2)N1c1cccnc1 (configuration not stated)	0.2%[57.5 µM]
O=C(O)C1CC=CCC1C(=O)Nc1ccccc1C(=O)N1CCN(c2ccc(F)cc2)CC1 (configuration not stated)	12.4%
OC(CNCCNc1ncccc1C(F)(F)F)COc1ccc(F)cc1 (configuration not stated)	6.0%[57.5 µM]
O=C1NCCN(Cc2c(F)cccc2Cl)C1CC(=O)N1CCCO1 (configuration not stated)	-5.7%
COC(=O)[C@H]1C[C@@H]1[C@H](NS(=O)(=O)c1ccccc1)c1ccccc1	-2.1%&-5.1%
CCC(C(=O)O)P(=O)(c1ccc(Cl)cc1)c1ccc(Cl)cc1 (configuration not stated)	-3.7%
CC1=C(C(=O)OC2CCCCC2)C(c2cccnc2)n2ncnc2N1 (configuration not stated)	3.6%
CC12COC3(C(=O)N4CCN(c5ccccn5)CC4)CC1CCC32C (configuration not stated)	-16.9%[57.5 µM]
COc1ccc(C)cc1NC(=O)CN(c1ccc(C)cc1)S(C)(=O)=O	-3.4%
Cc1ncc(CO)c(/C=N/NC(=O)c2ccc(O)cc2)c1O	11.4%
CCOc1ccc(CCNC(=O)c2cccc(C#N)c2)cc1OCC	-0.2%
CCN(Cc1cc(=O)[nH]c2ccccc12)C(=O)C(C)C	-3.2%[57.5 µM]
Cc1ccc(C(=O)Nc2cccnc2)cc1[N+](=O)[O-]	3.2%
COc1ccccc1N1CCN(C2CCN(C(=O)c3cccc(F)c3)CC2)CC1	7.9%
Nc1nc(SCc2ccc(F)cc2)ns1	-1.4%
Cc1cccc(C(=O)NC(=S)N2CCN(c3ccc([N+](=O)[O-])cc3)CC2)c1	1.2%
CC(C)CC1C(=O)N2CCCC2C2(O)O[C@@](NC(=O)C3C=C4c5cccc6[nH]c(Br)c(c56)CC4N(C)C3)(C(C)C)C(=O)N12 (some centres not stated)	16.9%
COc1cccc(N2C(=O)C(Cc3c[nH]c4ccccc34)NC2=S)c1 (configuration not stated)	8.9%
NC(=O)N/N=C\c1cc(Br)ccc1O	-4.8%
O=C1CCN(S(=O)(=O)c2ccccc2)CCN1CCOCc1cccc(F)c1	-13.5%[57.5 µM]
Cc1cccn2c(=O)c(/C=C(\C#N)C(=O)NC3CCS(=O)(=O)C3)c(N3CCC(C)CC3)nc12 (configuration not stated)	-2.7%
CCC(=O)[C@@]1(C)[C@H](C)C[C@@H]2[C@@H]3CCC4=CC(=O)C=C[C@@]4(C)[C@H]3[C@H](O)C[C@]21C	4.5%[25.7 µM]
CC1Cc2ccccc2N1C(=O)c1ccc(N2CCCCC2)c([N+](=O)[O-])c1 (configuration not stated)	?
COc1ccc(C(=O)N/N=C2\CCc3ccccc32)cc1OC	0.9%
Cn1c(=O)[nH]c(=O)c2[nH]cnc21	2.2%
CCC(=O)N1CCc2cc(S(=O)(=O)CCC(=O)Nc3ccc(C)cn3)ccc21	-14.1%
CCOC(=O)CSc1nsc(SCC(=O)OCC)c1C#N	-3.6%
CCOC(=O)NC1(Nc2ccc(C)cc2)Oc2ccccc2O1	3.3%
Cc1ccnc(NC(=S)NC(=O)/C=C/c2ccc(Cl)cc2)c1	2.6%
O=S(=O)(Nc1nc2ccccc2nc1OCC(F)(F)F)c1cccs1	4.7%[57.5 µM]
Cc1ccc(S(=O)(=O)N(C)C)cc1NC(=S)NC(C)CCCC(C)C (configuration not stated)	12.2%
COc1cc(/C=C/C2=CC(C)(C)NC(=S)N2)cc(OC)c1OC	-2.2%
Cc1c(O)nc(SCC(=O)Nc2ccc3c4c(cccc24)CC3)n(-c2ccc(F)cc2)c1=O	-7.5%

Next section
SMILES	ERK EGF inh
CS(=O)(=O)Nc1nnc(Cc2ccccc2)s1	-7.3%
COc1ccc(/C(C)=C(\C#N)C(=O)OC(C)C)cc1OC	4.0%
O=C(N/C(C(=O)N1CCOCC1)=C(\Sc1ncccn1)c1ccccc1)c1ccccc1	-1.8%
CN(Cc1ccccc1)S(=O)(=O)c1ccccc1[N+](=O)[O-]	-10.1%[57.5 µM]
OCCC1CN(Cc2nc3ccccc3s2)CCN1C1CCCCC1 (configuration not stated)	-10.6%[57.5 µM]
CN1CCc2c(sc(/N=C/c3c[nH]c4ccccc34)c2C(N)=O)C1	13.8%[57.5 µM]
CC(=O)Nc1c(C)ccc(S(N)(=O)=O)c1C	0.5%
CC1CC(C)CN(C(=O)c2ccc(CNc3c(N4CCCC4)c(=O)c3=O)cc2)C1 (configuration not stated)	2.9%[57.5 µM]
OC(CN1CCC(Cc2ccc(F)cc2)CC1)c1ccc(Cl)cc1 (configuration not stated)	5.5%&-0.8%
CNc1c([N+](=O)[O-])cnn1-c1ccccn1	-6.8%
S=C(Nc1ccccc1)Nc1nccs1	8.4%
CC(=O)c1cc(-c2ccc(F)cc2)n(CCC(=O)Nc2cccnc2)c1C	-4.5%
CN1CCN(c2cc(-c3ccccc3C(F)(F)F)ncn2)CC1	28.1%
CCn1c(SCC(=O)Nc2ccc(OC)c(OC)c2)nnc1-c1ccco1	5.8%[57.5 µM]
COc1cc(/C=C2\SC(=S)N(NS(=O)(=O)c3ccc(C)cc3)C2=O)ccc1O	?
CCN(C(=O)c1ccnn1C)c1ccccc1	2.0%
COc1ccc(S(=O)(=O)N2CCOCC2)cc1NC(=O)CSc1nnc2c(n1)[nH]c1ccccc12	9.5%[57.5 µM]
Cc1cc(C)nc(N(C#N)CC(=O)N2CCC(C(N)=O)CC2)n1	-4.1%
COc1ccccc1N1CCN(CC(=O)Nc2ccc(Cl)c(C(F)(F)F)c2)CC1	?
COC(=O)c1c(C)oc(C)c1S(=O)(=O)N(C)C1CCCCC1	3.1%[57.5 µM]
O=C(COC(=O)c1ccc(O)cc1)Nc1ncc(Cl)cc1Cl	5.4%
O=c1c2ccccc2ncn1-c1ccc(Cl)c(Cl)c1	-3.7%
O=C1SCC(c2ccccc2)=NN1Cc1ccccc1	3.4%
COc1ccccc1NC(=O)Nc1cnccn1	-5.3%

Sorted by molar mass (highest first): 3 of the compounds above
SMILES	ERK EGF inh
COc1ccc(S(=O)(=O)N2CCOCC2)cc1NC(=O)CSc1nnc2c(n1)[nH]c1ccccc12	9.5%[57.5 µM]
CN1CCc2c(sc(/N=C/c3c[nH]c4ccccc34)c2C(N)=O)C1	13.8%[57.5 µM]
CCOC(=O)c1[nH]n(-c2ccc(Cl)cc2)c(=O)c1C	-3.1%

Filtered by structure: the entries above containing a thiophene ring, fused or not
SMILES	ERK EGF inh
COc1ccc2[nH]c(=O)c(CN(Cc3cccs3)C(=S)Nc3cccc(C)c3)cc2c1	1.5%
Cc1cc(C)c2c(N)c(C(=O)NN)sc2n1	2.5%[57.5 µM]
O=S(=O)(Nc1nc2ccccc2nc1OCC(F)(F)F)c1cccs1	4.7%[57.5 µM]
CN1CCc2c(sc(/N=C/c3c[nH]c4ccccc34)c2C(N)=O)C1	13.8%[57.5 µM]

Other entries
SMILES	ERK EGF inh
Cn1c(CCc2nc3ccccc3[nH]2)nnc1SCC#N	-2.3%
CCNC(=O)c1cc(S(=O)(=O)N(C)C)c(Cl)cc1Cl	-7.1%
COc1ccc([N+](=O)[O-])cc1NC(=O)C(C)Sc1nc(-c2ccccc2)cs1 (configuration not stated)	-0.7%
CC1=Nc2ccc(C)cc2/C1=C/c1c(N)n2oc(C)cc2nc1=O	-15.7%[57.5 µM]
c1ccc2cc3[nH]c(CN4CCOCC4)nc3cc2c1	-10.7%
COc1ccc(C(C)=O)cc1COC(=O)CCCN1C(=O)c2ccccc2C1=O	8.0%
C=CCOc1ccccc1CN1CCCC(CCC(=O)N(C)CCc2ccccn2)C1 (configuration not stated)	-2.7%[57.5 µM]
CCOC(=O)CC(=O)c1[nH]c(C)c(C(=O)OCC)c1C	6.1%
Cn1cc(C(=O)Nc2ccc3c(c2)CCC3)cn1	0.9%
CCOc1ccc(NC(=O)C(Cc2ccccc2)N2C(=O)c3cccc4cccc(c34)C2=O)cc1 (configuration not stated)	-0.9%[57.5 µM]
O=C(OC1CCOC1=O)c1cccc(S(=O)(=O)Nc2cccc(Cl)c2)c1 (configuration not stated)	-3.0%
CCO[C@H]1OC(C(=O)N2CCCCCCC2)=C[C@@H](c2csc3ccccc23)[C@@H]1CCCO	0.8%[57.5 µM]
COCCNC(=O)COC(=O)C1=Cc2ccccc2OC1	8.4%
O=c1c2ccccc2c(-c2ccccc2)nn1Cc1ccccc1	-1.9%
CCOCCCNC(=O)C1CCN(S(=O)(=O)c2ccc(C)cc2)CC1	-7.1%
Cc1cc(S(=O)(=O)Nc2ccc3c(c2)n(C)c(=O)n3C)ccc1F	-2.6%
Cc1cc(C)c(C(=O)CSc2nnc(C)s2)c(C)c1	4.9%
COc1ccccc1C(=O)Nc1ccc(C)cc1C(=O)c1ccccc1	3.6%
COc1ccc(Cn2nnnc2CN(CCCN2CCOCC2)Cc2cc3cc(OC)ccc3[nH]c2=O)cc1	9.8%
CCOCCCNCc1cc(Cl)cc(Cl)c1OCC	-2.7%
CCC[C@@H]1O[C@@H]2C[C@@H]3[C@H]4CCC5=CC(=O)C=C[C@@]5(C)[C@H]4[C@H](O)C[C@@]3(C)[C@@]2(C(=O)CO)O1	3.3%[25.7 µM]
OCC1(Cc2cccc(C(F)(F)F)c2)CCN(Cc2cc3ccccc3o2)CC1	-11.0%
CCOC(=O)c1nn(-c2ccc(F)cc2)c(=O)c2c(N)scc12	29.2%
O=C(Cn1cnc2cc([N+](=O)[O-])ccc2c1=O)Nc1cccc(S(=O)(=O)N2CCOCC2)c1	-2.7%
CSc1nc(N)c2ncn([C@H]3O[C@H](COP(=O)(O)OP(=O)(O)O)[C@@H](O)[C@@H]3O)c2n1	-21.7%
